High-throughput results deposited in PubChem BioAssay by several laboratories.
CRFBP-R2 agonist – agonists of human CRF-binding protein/CRF-R2 receptor complex. HEK293 CRF-R2/CRF-BP, calcium dye fluorescence (FLIPR); percent of saturating CRF peptide response. AID 588473. activation, % at 13.2 µM. 350,000 tested, 0.46% active;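 active means activation of at least 50%, plus an integration ratio under a set limit after plate pattern correction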;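 further: plate controls were neutral control wells without compound for no effect and CRF at EC100 for full effect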
CRFBP-R2 block – CRF-BP/CRF-R2 complex antagonism; AID 588475; HEK293 CRF-R2/CRF-BP, CRF-induced calcium fluorescence; inhibition, % at 11.8 µM; 350,000 tested, 0.59% active;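 active means inhibition of the ligand-induced calcium signal above about 50% at the single tested concentration, limit read from the data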
MEKK2mut PB1 HTS – signal of MEK5 binding to mutant human MEKK2 PB1 domain | bead flow cytometry, Alexa488-MEK5 binding to MEKK2 mutant | AID 1530 | percent response, % at 10 µM | 290,000 tested, 0.35% active; in the data active means percent response above about 24%, passing the limit was not always enough; further: inactives centre near 1; some results filed as inactive read as strong as hits
GalR3 antag – blocks the human galanin receptor 3 | HEK293 GalR3-CNG cAMP membrane potential fluorescence; galR3 body fused to GalR1 C-terminus | inhibition, % at 3 µM | 360,000 tested, 0.44% active;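 active means inhibition above the screen-wide average plus 3 SD, cut at about 13% in these data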;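 further: forskolin and galanin both at EC90 stimulate the cells; cAMP rise reported by CNG channel membrane potential dye signal; 0% = forskolin plus galanin with DMSO and 100% = forskolin alone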
Target sequence (O60755 1-299 limits assumed): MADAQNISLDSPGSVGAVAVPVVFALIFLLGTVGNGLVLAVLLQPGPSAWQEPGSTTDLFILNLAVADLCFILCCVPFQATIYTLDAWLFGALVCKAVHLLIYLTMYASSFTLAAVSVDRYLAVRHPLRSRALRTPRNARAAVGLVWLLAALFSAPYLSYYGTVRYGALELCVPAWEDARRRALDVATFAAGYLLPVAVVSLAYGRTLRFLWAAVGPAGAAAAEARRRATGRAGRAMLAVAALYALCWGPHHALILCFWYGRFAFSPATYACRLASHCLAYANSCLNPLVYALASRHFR
HCV NS3 hel inh – HCV NS3 helicase inhibition; NS3 helicase DNA unwinding, Cy5 molecular beacon fluorescence; inhibition, % at 10.9 µM; 290,000 tested, 0.56% active;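 active means inhibition above the mean of all tested compounds plus 3 SD, set per campaign, cut at about 35% in these data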;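 further: 0% = DMSO wells and 100% = thioflavine S control wells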
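test system = hepatitis C virus NS3 helicase domain fragment enzyme | reagent = annealed dual-labelled DNA beacon duplex, ATP-started | times = 1 h at 25 °C | detection = Cy5 fluorescence, 0 and 60 min reads | read-out basis = percent inhibition from t60/t0 fluorescence ratio | control set = DMSO and thioflavine S | replication = one well per compound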
UBC9 SUMO inh – blocks human SUMOylation mediated by UBC9; P63279; 290,000 tested, 0.36% active; AID 2006; HTRF SUMOylation assay, SAE1/SAE2 + UBC9, in vitro; inhibition, % at 35 µM; in the data active means inhibition above about 50%, passing the limit was not always enough; further: strong numbers were not always called active
Target sequence (P63279 whole entry, looked up): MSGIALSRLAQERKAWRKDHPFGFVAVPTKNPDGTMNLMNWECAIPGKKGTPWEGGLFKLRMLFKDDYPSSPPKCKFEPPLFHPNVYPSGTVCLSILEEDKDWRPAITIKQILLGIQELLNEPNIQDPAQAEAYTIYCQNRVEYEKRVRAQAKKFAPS
MEKK2wt PB1 HTS – raises or lowers MEK5 binding to wildtype human MEKK2 PB1 domain; Q9Y2U5; bead flow cytometry, Alexa488-MEK5 binding to MEKK2 WT; actives lie on both sides; binding response (% of control), % at 10 µM; 290,000 tested, 1.1% active; AID 1531; in the data active means binding response below about 67% or above about 130%
MEKK3 PB1 HTS – MEKK3-MEK5 PB1 interaction, increase or decrease; Q99759; bead-based flow cytometry, Alexa488-MEK5 binding to MEKK3; actives lie on both sides; 0 = blocked by unlabeled MEK5, 100 = vehicle; binding response (% of control), % at 10 µM; 290,000 tested, 1.4% active; AID 1529;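 active means binding response more than 3 SD above or below the average of its plate-row segment, actives on both sides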;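 further: Alexa488 bead fluorescence after subtracting the streptavidin-only scavenger bead signal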
Target sequence (Q99759 whole entry, looked up): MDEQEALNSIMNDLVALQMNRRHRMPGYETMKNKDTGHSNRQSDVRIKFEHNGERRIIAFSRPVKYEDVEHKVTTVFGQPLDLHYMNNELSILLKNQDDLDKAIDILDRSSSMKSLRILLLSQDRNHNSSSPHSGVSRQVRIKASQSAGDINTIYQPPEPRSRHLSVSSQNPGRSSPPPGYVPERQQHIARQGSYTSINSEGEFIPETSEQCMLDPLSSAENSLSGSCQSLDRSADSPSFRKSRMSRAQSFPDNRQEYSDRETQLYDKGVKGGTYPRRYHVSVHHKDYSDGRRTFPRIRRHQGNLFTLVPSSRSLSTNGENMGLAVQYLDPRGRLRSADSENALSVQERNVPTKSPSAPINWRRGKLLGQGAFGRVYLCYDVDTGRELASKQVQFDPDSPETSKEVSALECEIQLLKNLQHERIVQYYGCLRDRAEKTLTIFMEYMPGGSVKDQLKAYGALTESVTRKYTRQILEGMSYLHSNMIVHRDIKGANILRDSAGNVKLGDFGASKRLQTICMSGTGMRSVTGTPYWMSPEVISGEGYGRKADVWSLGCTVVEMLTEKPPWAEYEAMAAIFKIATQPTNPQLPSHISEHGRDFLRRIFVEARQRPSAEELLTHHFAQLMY
DNA FID counter – fluorescent intercalator displacement, NS3 helicase counter-screen. DNA fluorescent intercalator displacement, fluorescence. inhibition, % at 7.9 µM. 290,000 tested, 0.17% active. AID 1845; in the data active means inhibition above about 37%;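 further: 0% = vehicle and 100% = reference compound; higher means more ethidium bromide displaced from hairpin DNA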
* = called active by the depositor; / = not tested or not shown. This is a subset. The share of hits here may be higher or lower than overall.

SMILES	CRFBP-R2 agonist	CRFBP-R2 block	MEKK2mut PB1 HTS	GalR3 antag	HCV NS3 hel inh	UBC9 SUMO inh	MEKK2wt PB1 HTS	MEKK3 PB1 HTS	DNA FID counter
CCOc1ccccc1N(CC(=O)NC1CCCCC1)C(=O)CCCC(=O)Nc1ccccn1	-2.0	2	-4	-4	3	19	98	101	-36
O=C(/C=C/c1ccccc1)NCCSCc1ccc(Cl)cc1	0.8	4	-1	-2	-2	2	100	101	-5
CCOc1cc(C(=S)N2CCCC2)ccc1OC(=O)Cc1ccc(F)cc1	3.2	-29	-1	1	1	-12	105	101	-20
CCC(=O)N1CCN(c2cc(N3CCN(C)CC3)c(F)cc2[N+](=O)[O-])CC1	-1.9	20	-1	-2	-3	-9	95	84	10
CCCCc1c(C)c(C#N)c2nc3ccccc3n2c1Cl	/	/	3	/	4	24	106	106	1
O=c1[nH]nc(SCc2cc(Cl)ccc2Cl)c(=O)[nH]1	-2.6	-9	-1	-2	6	6	104	101	-4
COc1ccccc1NC(=O)CN1CCN(c2ccccn2)CC1	0.5	6	8	-7	2	-12	113	107	-23
COc1nc(NC2CCCCC2)nc(N2CCCCCC2)n1	8.4	-30	2	-10	-4	5	100	106	-12
O=C(c1cc2nc(-c3ccco3)cc(C(F)(F)F)n2n1)N1CCN(Cc2ccccc2)CC1	-1.9	-4	-1	-3	2	25	95	95	-35
COC(=O)C1=C(O)/C(=C\c2cc(C)n(-c3ccccc3C)c2C)N=C1C	5.7	7	-2	-5	10	3	98	101	-17
Cc1nn(CC(=O)NCCN2CCCCCC2)c(=O)c2nn(-c3ccccc3)c(C)c12	0.1	-2	23	-9	-44	-9	121	104	-8
COc1ccc(C(C)(C)C)cc1NC(=O)C1CCCO1 (stereo not drawn)	0.1	-6	-5	-4	0	5	95	99	-29
C=CCNC(=O)C1CCC(C(=O)NCC=C)CC1 (stereo not drawn)	0.6	4	-4	3	-5	2	95	98	-3
CC(c1nnc(SCC(=O)Nc2cccnc2Cl)n1-c1ccccc1)N(C)C (stereo not drawn)	-0.8	1	2	-1	-7	-2	105	108	-3
O=C(NCCSCc1c(F)cccc1Cl)c1ccco1	1.4	0	9	0	-13	0	115	107	-5
CCCCn1c(CNC(=O)C23CC4CC(CC(C4)C2)C3)nnc1SC(C)CC (stereo not drawn)	1.2	-58	11	-5	0	-30	117	104	-44
CC1=C(C(=O)OC(C)(C)C)C(c2cccc3ccccc23)NC(=O)N1 (stereo not drawn)	0.1	65*	1	-10	2	3	93	103	-33
CCC(CO)N=CC1=C(O)C(C(=O)c2ccccc2)CCC1=O (stereo not drawn)	1.5	15	1	-5	4	0	105	105	-2
O=C(CN1CCCC1)Nc1ccc(Cl)cc1C(F)(F)F	-0.2	-4	3	-7	-3	17	100	104	2
COc1cc2ccc(=O)oc2c(O)c1OCC=C(C)C	0.7	24	-5	1	6	5	94	80	-12
Cc1ccc(S(=O)(=O)NCC(C)n2nc(C)cc2C)cc1 (stereo not drawn)	0.3	2	3	0	-1	0	104	98	-8
CCCCN(C)C(=O)C1CCC(=O)N(c2cc(OC)c(OC)c(OC)c2)C1c1ccc(OC)cc1 (stereo not drawn)	-0.4	7	5	-2	15	0	103	101	-35
COc1ccc(NC(=O)COC(=O)c2cnccn2)cc1Cl	-1.0	-2	6	-4	4	8	105	102	5
CSCCC(NC(=O)c1ccccc1Br)C(=O)N1CCC(C)CC1 (stereo not drawn)	0.0	-1	-4	-2	1	2	98	105	-15
CN(C)S(=O)(=O)c1ccc(N=Cc2c(C(F)(F)F)[nH][nH]c2=O)cc1	-0.2	12	-4	2	-7	8	97	100	-1
COc1ccc(-c2noc3c2-c2nc(-c4ccc(Br)cc4)sc2CC3)cc1	0.0	0	1	-1	/	/	98	106	/
CCOc1cccc(-c2cc(C(=O)N/N=C/c3ccc(OC)c(CN4CCOCC4)c3)c3ccccc3n2)c1	4.3	10	10	1	-81	14	112	114	4
Cc1ccc(-n2nc(N)c3c(=O)oc(N(C)C)nc32)cc1	0.8	-2	-3	-6	-9	19	102	101	0
O=C(N/N=C/C(c1ccccc1)c1ccccc1)c1ccccc1F	0.5	-4	1	-3	-8	4	106	104	-12
CC(=O)c1ccc(OCC(O)CN2CCN(c3ccc(F)cc3)CC2)cc1 (stereo not drawn)	-1.9	14	-2	-10	0	5	99	101	4
CCOc1ccc(N/C=C/C(=O)c2cc(OC)c(OC)c(OC)c2)cc1	-1.3	18	3	-3	3	3	112	109	-32
O=c1oc2ccccc2n1Cc1cccc(Cl)c1	-9.7	8	4	-3	-5	-5	103	100	-4
CC(=O)NNc1ncnc2c1cnn2-c1ccc(C)c(Cl)c1	-0.6	0	-1	0	-3	8	98	106	-8
CCCCNC(=O)C1(NC(=O)Nc2ccccc2)CCCCC1	-2.1	-4	7	-5	2	1	108	104	-1
CNCC(O)CN1CCN(c2ccccc2OC)CC1 (stereo not drawn)	0.4	-29	-7	12	-5	11	97	98	7
CCn1c(CNC(=O)c2ccc(OC)c(OC)c2)nnc1SCC(=O)Nc1ccc(OC)cc1	1.9	-5	-3	-2	-6	5	94	92	-21
CC(C)CN1CCNC(=O)C1CC(=O)NCc1cnn(-c2cccc(F)c2)c1 (stereo not drawn)	-0.9	-6	36	-3	-6	1	138*	107	-11
Cc1nn2c(N3CCN(c4ccccn4)CC3)cc(C(C)C)nc2c1-c1ccccc1	3.4	9	2	-3	-8	22	106	104	0
CC(C)CN(C(=O)COC(=O)c1c(Cl)ccc(Cl)c1Cl)C1CCS(=O)(=O)C1 (stereo not drawn)	-3.6	-28	-30	-3	10	5	73	66	-33
CCN1C(C(=O)c2ccccc2)=C(Nc2ccccc2C)c2ccccc2S1(=O)=O	2.3	15	1	-3	-4	4	99	102	-1
Cc1ccc(/C=N/Nc2nc(N3CCOCC3)nc(N3CCOCC3)n2)o1	-0.5	8	3	-5	13	1	103	101	-28
NC(=O)c1ccc(NC(=O)CNC(c2ccccc2)c2ccccc2)cc1	-0.8	9	8	-6	-5	18	99	101	-15
Oc1ccc2ccccc2c1C=Nc1ccccc1Br	-0.8	20	5	7	-2	-5	98	107	2
O=C(CSc1ccc2nnc(-c3cccc(F)c3)n2n1)N1CCCc2ccccc21	-3.2	-4	0	-1	4	-1	100	124	-3
CC1(C)CC(=O)C=C(c2cccc3c2oc2ccccc23)C1	1.9	-5	-8	-5	/	/	85	74	/
N#Cc1ccc(CC(C(=O)O)N2Cc3ccccc3C2=O)cc1 (stereo not drawn)	1.0	7	8	-10	-10	19	108	104	-9
Cc1cccc(C)c1NC(=O)C(c1ccc([N+](=O)[O-])cc1)N1CCCCC1 (stereo not drawn)	-3.9	0	7	-5	2	-21	117	112	-3
CCOC(=O)c1ccc(NC(=S)N(CCCN2CCN(CC)CC2)Cc2ccco2)cc1	-2.0	-2	2	-5	10	-9	105	102	20

In another format: 3 of the compounds above.
> CC1(C)CC(=O)C=C(c2cccc3c2oc2ccccc23)C1
  CRFBP-R2 agonist: 1.9	CRFBP-R2 block: -5	MEKK2mut PB1 HTS: -8	GalR3 antag: -5	HCV NS3 hel inh: /	UBC9 SUMO inh: /	MEKK2wt PB1 HTS: 85	MEKK3 PB1 HTS: 74	DNA FID counter: /
> COc1nc(NC2CCCCC2)nc(N2CCCCCC2)n1
  CRFBP-R2 agonist: 8.4	CRFBP-R2 block: -30	MEKK2mut PB1 HTS: 2	GalR3 antag: -10	HCV NS3 hel inh: -4	UBC9 SUMO inh: 5	MEKK2wt PB1 HTS: 100	MEKK3 PB1 HTS: 106	DNA FID counter: -12
> Cc1nn2c(N3CCN(c4ccccn4)CC3)cc(C(C)C)nc2c1-c1ccccc1
  CRFBP-R2 agonist: 3.4	CRFBP-R2 block: 9	MEKK2mut PB1 HTS: 2	GalR3 antag: -3	HCV NS3 hel inh: -8	UBC9 SUMO inh: 22	MEKK2wt PB1 HTS: 106	MEKK3 PB1 HTS: 104	DNA FID counter: 0

(cont.)
SMILES	CRFBP-R2 agonist	CRFBP-R2 block	MEKK2mut PB1 HTS	GalR3 antag	HCV NS3 hel inh	UBC9 SUMO inh	MEKK2wt PB1 HTS	MEKK3 PB1 HTS	DNA FID counter
CCN(C(=O)CN1C(=O)S/C(=C\c2ccc(Cl)cc2)C1=O)C1CCS(=O)(=O)C1 (stereo not drawn)	-0.4	-4	-6	-1	0	4	100	94	-37
CC1CCc2c(sc(NC(=O)CSc3nc4c(c(C(F)(F)F)n3)CCc3ccccc3-4)c2C(N)=O)C1 (stereo not drawn)	1.5	8	17	-1	11	-5	111	101	4
COc1ccc(C(=O)C2CCCN(C(=O)c3cccc(Cl)c3F)C2)cc1OC (stereo not drawn)	-0.4	-4	-5	-2	-4	10	99	96	-41
O=C1CCC(O)CCN1CCSc1ccccc1 (stereo not drawn)	-0.6	9	-2	-2	30	6	97	98	-7
COC(=O)c1ccc(S(=O)(=O)N(C2CCCCC2)C2CCCCC2)n1C	1.0	9	-10	0	3	-8	83	87	-1
C/C(=N\NC(=O)C(N)=O)c1ccc(Br)cc1	-1.1	18	0	6	10	37	103	104	-6
Cc1ccc2c(c1)CCCN2C(=O)NC1CCCCC1	-2.5	9	-2	2	-2	10	96	97	-15
C/C(=N\NC(=O)c1cccc([N+](=O)[O-])c1)c1cccnc1	-1.6	7	5	-10	12	15	107	105	-4

Entries listed so far that have an aryl methoxy group, in the order listed:
SMILES	CRFBP-R2 agonist	CRFBP-R2 block	MEKK2mut PB1 HTS	GalR3 antag	HCV NS3 hel inh	UBC9 SUMO inh	MEKK2wt PB1 HTS	MEKK3 PB1 HTS	DNA FID counter
COc1ccccc1NC(=O)CN1CCN(c2ccccn2)CC1	0.5	6	8	-7	2	-12	113	107	-23
COc1nc(NC2CCCCC2)nc(N2CCCCCC2)n1	8.4	-30	2	-10	-4	5	100	106	-12
COc1ccc(C(C)(C)C)cc1NC(=O)C1CCCO1 (stereo not drawn)	0.1	-6	-5	-4	0	5	95	99	-29
COc1cc2ccc(=O)oc2c(O)c1OCC=C(C)C	0.7	24	-5	1	6	5	94	80	-12
CCCCN(C)C(=O)C1CCC(=O)N(c2cc(OC)c(OC)c(OC)c2)C1c1ccc(OC)cc1 (stereo not drawn)	-0.4	7	5	-2	15	0	103	101	-35
COc1ccc(NC(=O)COC(=O)c2cnccn2)cc1Cl	-1.0	-2	6	-4	4	8	105	102	5
COc1ccc(-c2noc3c2-c2nc(-c4ccc(Br)cc4)sc2CC3)cc1	0.0	0	1	-1	/	/	98	106	/
CCOc1cccc(-c2cc(C(=O)N/N=C/c3ccc(OC)c(CN4CCOCC4)c3)c3ccccc3n2)c1	4.3	10	10	1	-81	14	112	114	4
CCOc1ccc(N/C=C/C(=O)c2cc(OC)c(OC)c(OC)c2)cc1	-1.3	18	3	-3	3	3	112	109	-32
CNCC(O)CN1CCN(c2ccccc2OC)CC1 (stereo not drawn)	0.4	-29	-7	12	-5	11	97	98	7
CCn1c(CNC(=O)c2ccc(OC)c(OC)c2)nnc1SCC(=O)Nc1ccc(OC)cc1	1.9	-5	-3	-2	-6	5	94	92	-21
COc1ccc(C(=O)C2CCCN(C(=O)c3cccc(Cl)c3F)C2)cc1OC (stereo not drawn)	-0.4	-4	-5	-2	-4	10	99	96	-41
